N370S GC mod: N370S glucocerebrosidase modulation, Gaucher chaperone candidate | P04062 | N370S GC spleen homogenate, 4MU-glucoside fluorescence | Potency, µM (top dose mostly 59.4 µM), without a hit: at the highest dose activity change, negative = inhibition, most hits filed as inhibitors | actives 0.092% (n = 330,000);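 further: 0% = full enzyme activity and -100% = no enzyme basal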
FEN1 inh: human FEN1 inhibition | Potency, µM (titrated, usually from 114 µM), without a hit: at the top dose activity change, negative = inhibition, most hits filed as inhibitors | Recombinant FEN1 flap cleavage, fluorescence, 15 min | P39748 | actives 0.35% (n = 390,000) | AID 588795; further: nearly all actives have a fitted effect of over 65% in size
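Recombinant FEN1 (10 nM) was preincubated with pin-transferred compounds for 15 min at room temperature, then flap DNA substrate (50 nM final) was added. Plates were read at 0 and 15 min, and normalized concentration–response data were fitted to a four-parameter Hill equation.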
KAT2A inh: blocks human GCN5L2 histone acetyltransferase | AID 504327 | actives 0.21% (n = 390,000) | GCN5L2 HAT assay, ThioGlo1 CoA-SH fluorescence | Potency, µM (highest dose often 58.9 µM), without a hit: top-dose activity change, negative = inhibition, most hits filed as inhibitors | Q92830
Target sequence (Q92830 whole entry, looked up): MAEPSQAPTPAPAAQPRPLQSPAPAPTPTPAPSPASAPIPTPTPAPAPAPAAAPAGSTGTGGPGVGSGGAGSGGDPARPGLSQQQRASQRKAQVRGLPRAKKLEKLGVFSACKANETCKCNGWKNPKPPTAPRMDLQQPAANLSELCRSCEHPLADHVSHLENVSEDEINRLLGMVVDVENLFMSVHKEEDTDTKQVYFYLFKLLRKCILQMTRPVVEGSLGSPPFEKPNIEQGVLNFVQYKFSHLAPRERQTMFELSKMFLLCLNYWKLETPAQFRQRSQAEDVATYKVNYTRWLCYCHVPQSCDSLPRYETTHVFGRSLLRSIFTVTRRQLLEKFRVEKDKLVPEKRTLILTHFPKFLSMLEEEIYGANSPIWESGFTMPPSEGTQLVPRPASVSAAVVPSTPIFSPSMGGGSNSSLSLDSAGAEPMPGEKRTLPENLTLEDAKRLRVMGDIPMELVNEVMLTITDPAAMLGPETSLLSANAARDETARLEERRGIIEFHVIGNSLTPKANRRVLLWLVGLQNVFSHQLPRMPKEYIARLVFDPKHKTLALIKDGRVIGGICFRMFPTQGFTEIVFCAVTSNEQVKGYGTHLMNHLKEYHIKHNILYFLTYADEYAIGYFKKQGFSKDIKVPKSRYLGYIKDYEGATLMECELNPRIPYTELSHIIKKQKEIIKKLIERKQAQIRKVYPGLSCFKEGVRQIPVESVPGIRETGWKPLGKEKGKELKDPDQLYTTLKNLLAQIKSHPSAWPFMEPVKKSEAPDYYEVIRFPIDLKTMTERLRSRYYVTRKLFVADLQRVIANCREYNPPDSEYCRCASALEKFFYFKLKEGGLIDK
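Preincubate 20nM GCN5L2 with compound 15 min, RT → add 50uM ThioGlo1 + 75uM H3(1-25) + 70uM acetyl-CoA → read fluorescence 0 and 20 min. Primary qHTS; fluorescent artifacts likely.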
The depositor's hits bear a star; ? = inconclusive; · = no result given; & = joins results of further samples; [ ] = another dose, or the depositor's remark. The call rests on the fitted dose curve; in most records, active means well fitted curve in the direction sought with a large enough effect; inconclusive means small, poorly fitted or top-dose-only effect, or another doubt; inactive means no such curve, though single readings can be large; an effect the other way counts as inactive or inconclusive. Unless noted, on the % scale 0 is the no-effect control and ±100 the full control effect; potency means the concentration at half of the fitted maximal effect.

No.	SMILES	N370S GC mod	FEN1 inh	KAT2A inh
1	COc1cccc(C2C(C(=O)/C=C/c3ccco3)=C(O)C(=O)N2CCN2CCOCC2)c1 (stereo unspecified)	-8%	-15%	-4%
2	Nc1ncnc2c1ncn2C1CCC(CO)C(O)C1 (stereo unspecified)	1%	-2%	-6%
3	COCCNC(=O)CSc1nnc(-c2ccccc2F)n1Cc1ccccc1	-13%	-10%	0%
4	COc1cccc(-c2nnc(NC(=O)C3CCCCC3)o2)c1	7%	-3%	0%
5	CCOc1ccc(C(C)=O)cc1CSc1nnc(N)s1	3%	-2%	-17%
6	CC(CN1CCC(n2nccc2NC(=O)C2CCCC2)CC1)c1ccccc1 (stereo unspecified)	-8%	-1%	-2%
7	Oc1ccc(CNc2ccc(F)cc2)c2cccnc12	2%	-21%	-1%
8	Clc1ccc(-c2nc3ncccn3c2Nc2ccc3c(c2)OCO3)cc1	-5%	1%	-2%
9	Cc1ccc(SCC(=O)NNC(=O)c2ccc(S(C)(=O)=O)cc2)cc1	1%	15%	1%
10	O=C1CN(S(=O)(=O)c2ccc([N+](=O)[O-])cc2)CC(=O)N1	-2%	13%	0%
11	Cc1ccc(CNC(=O)c2ccc(CSCc3ccccc3C)o2)cc1	·	-22%	-2%
12	COc1ccc(Cl)cc1NC(=O)C1CC(=O)N(c2ccc(F)cc2)C1 (stereo unspecified)	-2%	7%	-7%
13	CCOC(=O)c1c(C)[nH]c(C(=O)COC(=O)/C=C/c2cccc(OC)c2OC)c1C	6%	-1%	-8%
14	CCOC(=O)c1[nH]c(=O)[nH]c1COC(=O)c1cc2ccccc2o1	-5%	5%	-1%
15	O=C(CSc1ccnc(=O)[nH]1)NCc1ccc(F)cc1	·	17%	2%
16	CCn1c(O)c(/C=C/C=C/C=Nc2ccccc2)sc1=S	-2%	12%	-3%
17	O=C(CS)Nc1ccc2ccccc2c1	?	-6%&15%	43%[activator]
18	COc1ccc(OCc2nc(N)nc(Nc3ccc(C)cc3)n2)cc1	6%	2%	7%
19	O=C(COC(=O)CNC(=O)c1ccccc1)Nc1ccc(F)c([N+](=O)[O-])c1	2%	4%	-8%
20	CCCCN(C(=O)NC(=O)C1=C(N2CCOCC2)/C(=C/c2ccccc2)CC1)S(C)(=O)=O	?	0%	-13%
21	Cc1cc(N2CCN(c3ccccc3Cl)CC2)n2cc(-c3ccccc3)nc2n1	9%	-22%	-9%
22	CC1(C(=O)NCCc2c[nH]c3ccccc23)C=CCN1C(=O)c1ccccc1 (stereo unspecified)	14%&0%	-9%	2%
23	CCNc1nc(NC(C)C)nc(ON=C(C)C)n1	0%	·	-7%
24	Cc1c(C(=O)OCC(=O)c2ccc3c(c2)OCCO3)oc2ccccc12	9%	1%	-10%
25	CCOC(=O)N1CCC(NC(=O)Cn2c3c(c(-c4ccccc4Cl)cc2=O)CCC3)CC1	2%	-1%	-19%
26	O=C(Nc1ccc(F)cc1)C1CCC(CNc2c(N3CCCCC3)c(=O)c2=O)CC1 (stereo unspecified)	-18%	15%	-3%
27	O=C(CN1C(=O)c2cccnc2Oc2ccc(Cl)cc21)NCCC1=CCCCC1	-10%	18%	-9%
28	Cc1csc(NC(=O)CSc2nnnn2C)n1	9%	-2%	5%
29	O=C1CCC(=O)N1CC(=O)N(c1ccccc1)c1ccccc1	-2%	5%	-2%
30	CCOc1cc(C(=O)OCC(=O)Nc2cc(C)on2)cc(OCC)c1OCC	-1%	2%	0%

3 of the compounds above, with two lines to a compound.
Every second line gives: N370S GC mod	FEN1 inh	KAT2A inh
[25] CCOC(=O)N1CCC(NC(=O)Cn2c3c(c(-c4ccccc4Cl)cc2=O)CCC3)CC1
 : 2%	-1%	-19%
[26] O=C(Nc1ccc(F)cc1)C1CCC(CNc2c(N3CCCCC3)c(=O)c2=O)CC1 (stereo unspecified)
 : -18%	15%	-3%
[27] O=C(CN1C(=O)c2cccnc2Oc2ccc(Cl)cc21)NCCC1=CCCCC1
 : -10%	18%	-9%

Part of the list above, in transposed form.
[14] CCOC(=O)c1[nH]c(=O)[nH]c1COC(=O)c1cc2ccccc2o1
[15] O=C(CSc1ccnc(=O)[nH]1)NCc1ccc(F)cc1
Screen / compound no. | 14 | 15
N370S GC mod | -5% | ·
FEN1 inh | 5% | 17%
KAT2A inh | -1% | 2%

Remaining list, next part.
No.	SMILES	N370S GC mod	FEN1 inh	KAT2A inh
31	S=C(NCCSCc1ccccc1Cl)Nc1ccccc1	19%	-24%	-1%
32	CCCNC(=O)c1cccc(Cn2cc(Br)c([N+](=O)[O-])n2)c1	12%	-6%	0%
33	CC1CCCCC1NC(=O)Cn1c(=O)oc2cc(S(=O)(=O)N3CCCC3)ccc21 (stereo unspecified)	-20%	-5%	-12%
34	C=CCn1c(SCC(=O)Nc2c(C)n(C)n(-c3ccccc3)c2=O)nc2ccccc2c1=O	·	23%	-1%
35	COC(=O)c1ccccc1NC(=O)c1cnn2c(C(F)F)cc(C3CC3)nc12	?	-6%	-10%
36	COC(=O)Cc1ccc(NC(=S)NCCSc2ccc(C)cc2)cc1	7%	-5%	2%
37	Cc1cc(N/N=C2\CC(C)CC(C)(C)C2)nc2ccccc12 (stereo unspecified)	0%	-16%	-11%
38	COc1cccc(NC(=S)N2CCc3cc(OC)c(OC)cc3C2)c1	-3%	-3%	-3%
39	COc1ccc(C(=O)NC2CC(=O)N(c3ccc4c(c3)OCCO4)C2)cc1 (stereo unspecified)	·	6%	1%
40	CCN(CC(=O)NCc1cccs1)S(=O)(=O)c1ccc(F)cc1	4%	5%	-1%
41	O=C(CN1CCN(S(=O)(=O)N2CCOCC2)CC1)Nc1cc(Cl)cc(Cl)c1	-1%	1%	-4%
42	C=C1CSc2nc3ccccc3c(=O)n21	11%	-2%	·
43	Cc1c(Br)c([N+](=O)[O-])nn1CC(=O)Nc1sc2c(c1C(=O)OC(C)C)CCC(C)C2 (stereo unspecified)	4%	-2%	20%
44	Cc1cc(C)c2c3c(sc2n1)C(c1ccccc1)C(C#N)=C(N)O3 (stereo unspecified)	-8%	-23%	-4%
45	CCCOc1ccc(N2C(=O)CC(N(Cc3ccccc3)N=O)C2=O)cc1 (stereo unspecified)	-1%	-5%	-7%
46	C#CCOCCOCCOCCNc1nc(N2CCN(C(=O)[C@H]([C@@H](C)CC)n3cc([C@@H](N)Cc4ccc(O)cc4)nn3)CC2)nc(N2CCN(C(=O)[C@H]([C@@H](C)CC)n3cc([C@@H](N)CC(C)C)nn3)CC2)n1	-4%	-10%	0%
47	CCOc1ccc(-c2nn(-c3ccccc3)cc2/C=C2\SC(=S)N(Cc3ccco3)C2=O)cc1	0%	-3%	-4%
48	Cc1ccccc1NC(=S)Nc1cccc([N+](=O)[O-])c1	0%	-2%	-3%
49	COc1ccc(-c2ccc(OC)c(C3C4C=CCC(C)C4C(=O)N3Cc3ccccc3)c2)cc1C (stereo unspecified)	-15%	6%	·
50	O=C(Cc1ccc(Br)cc1)NNC(=O)Nc1ccc(Cl)cc1	2%	9%	1%
51	CC(=O)N(C)c1ccc(OCC(O)Cn2c(C)nc3ccccc32)cc1 (stereo unspecified)	-2%	8%	0%
52	CC(C)CC(=O)c1c[nH]c(C(=O)NCc2ccc(F)cc2)c1	-2%	19%	24%
53	O=C(CSc1nc2c([nH]c3ccccc32)c(=O)n1-c1ccc(F)cc1)NCc1ccco1	6%	-9%&22%	-4%&-3%
54	COc1cc(C(C)=O)ccc1Oc1cnccn1	9%	7%	-1%
55	Cn1cc(CNC(=O)C2CCC(=O)N(Cc3ccccc3F)C2)cn1 (stereo unspecified)	1%	0%	-2%
56	O=C1CC(c2nc3ccccc3[nH]2)CN1c1cccc(Cl)c1 (stereo unspecified)	·	14%	-3%
57	O=C(/C=C/c1cn(CC(O)CN2CCc3ccccc32)c2ccccc12)c1ccc(Br)cc1 (stereo unspecified)	·	3%	-14%
58	CN1CCN(c2cc(=O)n(-c3ccc(Cl)cc3)c(=O)[nH]2)CC1	1%	-11%	-6%
59	COc1ccc(NC(=O)CSc2nnc(CN3CCOCC3)n2-c2ccccc2)cc1Cl	1%	-2%	-6%
60	O=C(NCc1nc2ccccc2[nH]1)c1cccc(S(=O)(=O)N2CCOCC2)c1	?	13%	1%
61	CCCc1ccc2oc(C(=O)N(Cc3ccncc3)CC3CCCO3)c(C)c2c1 (stereo unspecified)	-10%	-23%	-17%
62	CCOC(=O)c1cccc(NC(=O)CC2Oc3ccccc3NC2=O)c1 (stereo unspecified)	2%	-9%	0%
63	O=C(Nc1cccc(NC(=O)c2cccc(F)c2)n1)c1cccc(F)c1	-7%	-1%	-12%
64	O=C(NC1CCCc2ccccc21)C1CCN(S(=O)(=O)N2CCCCCC2)CC1 (stereo unspecified)	3%	43%[activator]	4%
65	Fc1ccc(-c2nn3c(C4COc5ccccc5O4)nnc3s2)cc1 (stereo unspecified)	6%	-12%	-1%
66	O=C1c2ccccc2C(=O)N1CCCn1ccnc1	-7%	3%	0%
67	FC(F)Oc1ccc(NC(=S)Nc2ccc3cn[nH]c3c2)cc1	-3%	-13%	-2%
68	Cc1onc(-c2c(Cl)cccc2Cl)c1C(=O)N(C)Cc1ccccc1	-1%	-16%	-7%
69	O=C(NCCn1cc(SCc2ccccc2)c2ccccc21)c1cccs1	·	89µM*	-16%
70	Cc1ccc(-n2ncc3c(N4CCN(Cc5ccccc5)CC4)ncnc32)cc1	·	21%	0%
71	O=C(O)c1ccccc1C(=O)OCc1ccccc1	5%	-4%	·
72	CC(=O)Nc1ccc(S(=O)(=O)Oc2cccc(N3C(=O)C4CCCCC4C3=O)c2)cc1 (stereo unspecified)	7%	2%	?
73	COc1ccc(N2C(=O)CC(Cc3ccccc3)C2=O)cc1 (stereo unspecified)	-14%	8%	2%
74	COc1ccc(N2CCN(C(=O)Cn3cnc4c(cnn4-c4ccccc4)c3=O)CC2)cc1	-11%	2%	-3%
75	CC1OC23CCCCC2C(C#N)(C(=N)O3)C1(C#N)C#N (stereo unspecified)	10%	-10%	-1%
76	COc1cc(/C=N/NC(=O)c2nonc2C)ccc1O	-3%	1%	0%
77	O=S(=O)(c1ccccc1)N(Cc1ccccn1)Cc1ccccn1	-14%	18%	-1%
78	CCOC(=O)CSc1nc2c(sc3ccccc32)c(=O)n1CCc1ccccc1	·	0%	2%
79	Cc1cc(C)cc(-c2nnc(SCC(=O)NCc3cccs3)o2)c1	-10%	-6%	-14%
80	Cn1c(CCNC(=O)c2cc(COc3ccc(F)c(F)c3)on2)nc2ccccc21	-9%	6%	1%
81	CCCCOc1ccc(NC(=O)CN2CCN(C(=O)OCC)CC2)cc1	2%	9%	2%
82	COc1cccc(NC(=O)COC(=O)/C=C/c2ccc(Cl)cc2Cl)c1	-2%	-2%	1%
83	CCCCCCCNC1=CC(=O)CC(c2ccccc2)C1 (stereo unspecified)	-2%	7%	36%[activator]
84	CCn1nc(C)cc1C(=O)Sc1ccc(C)cc1	-4%	-1%	-1%
85	Cc1cccc(C)c1NC(=O)C(=O)NCCCN1CCOCC1	2%	6%	-1%
86	O=C(NCc1ccccn1)c1ccc(Cl)cc1Cl	-16%	0%	-2%
87	CN(C)S(=O)(=O)c1cc(NC(=O)CN2CCc3ccccc32)ccc1Cl	2%	0%	-13%
88	CCN1/C(=C/C(=S)Nc2ccccc2)Sc2ccccc21	-11%	-8%	-13%
89	NC(N)=Nc1nc2cc([N+](=O)[O-])ccc2o1	5%	-6%	1%
90	CN1C(=O)c2c(sc3c2CCCC3)NC1c1ccccc1O (stereo unspecified)	5%	·	-4%

New compounds follow
No.	SMILES	N370S GC mod	FEN1 inh	KAT2A inh
91	CSc1ccc(C2N=C(c3ccccc3)NO2)cc1 (stereo unspecified)	-1%	15%	-1%
92	Cc1cc(NC(=O)c2cnn3cccnc23)n(-c2ccccc2)n1	6%	1%	-3%
93	COC(=O)[C@@]1(Cc2ccccc2)[C@H]2C(=O)N(C)C(=O)[C@H]2[C@H]2CN=C(SCc3ccc(Cl)cc3)N21	·	-27%	-5%
94	Cc1cc(Br)ccc1NC(=S)N1CCOCC1	-3%	-5%	0%
95	O=C1N=C(N2CCN(c3ccccc3)CC2)S/C1=C/c1ccco1	2%	-26%	-18%
96	COc1cc(OC)cc(C(=O)Nc2cc(-c3nc4cccnc4s3)ccc2C)c1	·	-17%	-19%
97	Cn1c(SCC(=O)OCc2ccccc2)nnc1-c1ccco1	-22%	31%	-2%
98	COC(=O)c1ccc(C2/C(=C(/O)c3ccc4c(c3)CC(C)O4)C(=O)C(=O)N2Cc2ccncc2)cc1 (stereo unspecified)	-3%	8%	-4%

Screening results as filed in PubChem BioAssay.

Some of the compounds tested. The share of hits here may be higher or lower than overall.
